ERAP1 inh: human ERAP1 aminopeptidase inhibitors, primary screen, biochemical, single point, plate reader; Endoplasmic reticulum aminopeptidase 1 (Homo sapiens), Q9NZ08; recombinant ERAP1, Leu-AMC fluorescence, 60 min; inhibition, % at 10.7 µM; hit rate 0.15% among 340,000; AID 652197, 2013;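 active = mean replicate inhibition of at least 30%, or all replicates individually reaching that 30% level; inactive = mean below 30% and not every replicate reaching it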;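 note: 0% = neutral control wells and 100% = L-leucinethiol positive control wells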
RAD54 inh: inhibitors of human RAD54 branch migration, primary screen, biochemical, fluorescence, single point; DNA repair and recombination protein RAD54-like (Homo sapiens), Q92698; RAD54 Holliday junction branch migration, FAM/BHQ fluorescence; inhibition, % at 10.4 µM; hit rate 0.14% among 360,000;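 active = mean normalized replicate activity at least 40 and at least half of replicates scoring 40 or more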;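 note: 0% = median of neutral control wells and 100% = median of positive control wells; inhibitors cause a drop in the FAM fluorescence signal; in these data hits start at about 50%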
RAD52 anneal inh: RAD52 DNA annealing inhibitors, primary screen, biochemical, FRET, single point, set 2 | recombinant RAD52 DNA annealing, FRET fluorescence | inhibition, % at 18.7 µM | hit rate 0.46% among 360,000 | AID 651710, 2012;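 active = every replicate showing at least 50% inhibition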
Target sequence (P43351 whole entry, looked up): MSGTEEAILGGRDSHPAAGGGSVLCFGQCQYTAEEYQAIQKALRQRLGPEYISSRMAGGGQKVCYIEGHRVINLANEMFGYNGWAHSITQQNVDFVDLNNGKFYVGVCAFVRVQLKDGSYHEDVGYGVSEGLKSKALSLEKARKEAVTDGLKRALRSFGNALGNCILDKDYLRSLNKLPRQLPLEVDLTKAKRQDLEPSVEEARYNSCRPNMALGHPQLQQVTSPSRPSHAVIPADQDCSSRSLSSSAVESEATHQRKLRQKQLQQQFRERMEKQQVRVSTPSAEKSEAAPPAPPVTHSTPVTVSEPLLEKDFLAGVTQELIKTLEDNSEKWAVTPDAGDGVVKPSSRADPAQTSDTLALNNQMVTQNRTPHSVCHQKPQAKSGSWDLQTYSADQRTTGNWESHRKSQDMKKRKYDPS
S100A4 inh HTS: inhibitors of S100A4-myosin IIA peptide binding, primary screen, biochemical, fluorescence polarization, TAMRA-MyoIIA peptide; inhibition, % at 10.7 µM; Protein S100-A4 (Homo sapiens), P26447; hit rate 0.14% among 360,000; AID 652163, 2013;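 active = mean inhibition of at least 70% across replicates, with every replicate also reaching that level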
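Test system – S100A4 monomer (human) · Compound – single-point compound testing · Schedule – 5 min incubation before reading · Probe or stimulus – TAMRA-labelled myosin IIA heavy-chain peptide probe, 5 nM · Benchmarks – neutral control DMSO, positive control TFP · Medium – Calcium-containing HEPES buffer, pH 7.2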
ERp5 inh: inhibitors of ERp5-driven insulin aggregation, primary screen, biochemical, turbidity, absorbance 650 nm, single point | Protein disulfide-isomerase A6 (Homo sapiens), Q15084 | inhibition, % at 9.99 µM | 90 min | hit rate 0.05% among 350,000;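 active = mean replicate inhibition above about 25%, with every replicate also reaching it, limit read from the data, passing the limit was not always enough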
Xi reactivation: activators of inactive X chromosome reactivation, primary screen, imaging, XiGFP fibroblasts, GFP high-content imaging, set 2. activation, % at 7.58 µM. hit rate 0.055% among 360,000. XiGFP mouse fibroblasts, % GFP-positive cells imaging, 3 d; cells co-treated with 5-aza-dC sensitizer; scaled so ellipticine positive control = 100%;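 active = mean normalized replicate activation at least 10% and every replicate at or above 10%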;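 note: 0% = median of on-plate neutral control wells and 100% = ellipticine 6 µM median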
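System: XiGFP fibroblasts, SV40-immortalized. Medium: DMEM plus 5-aza-dC sensitizer. Doses: single point. Timing: 3 d treatment, 15 min room-temperature fixation. Control set: ellipticine 6 µM.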
E-selectin induc: E-selectin induction in HUVECs, primary screen, imaging, HUVEC, immunofluorescence imaging, single point; normalized: neutral wells 0, TNF-alpha wells 100; activation, % at 7.58 µM; hit rate 0.37% among 260,000;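 active = mean E-selectin-positive cell signal at least 10% of the positive control, reached in at least 60% of replicates, without over 20% cell loss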;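 note: in these data hits start at about 27%; measured in HUVEC primary endothelial cells; signal is the percent of cells scored E-selectin positive by PE staining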
Target sequence (P16581 whole entry, looked up): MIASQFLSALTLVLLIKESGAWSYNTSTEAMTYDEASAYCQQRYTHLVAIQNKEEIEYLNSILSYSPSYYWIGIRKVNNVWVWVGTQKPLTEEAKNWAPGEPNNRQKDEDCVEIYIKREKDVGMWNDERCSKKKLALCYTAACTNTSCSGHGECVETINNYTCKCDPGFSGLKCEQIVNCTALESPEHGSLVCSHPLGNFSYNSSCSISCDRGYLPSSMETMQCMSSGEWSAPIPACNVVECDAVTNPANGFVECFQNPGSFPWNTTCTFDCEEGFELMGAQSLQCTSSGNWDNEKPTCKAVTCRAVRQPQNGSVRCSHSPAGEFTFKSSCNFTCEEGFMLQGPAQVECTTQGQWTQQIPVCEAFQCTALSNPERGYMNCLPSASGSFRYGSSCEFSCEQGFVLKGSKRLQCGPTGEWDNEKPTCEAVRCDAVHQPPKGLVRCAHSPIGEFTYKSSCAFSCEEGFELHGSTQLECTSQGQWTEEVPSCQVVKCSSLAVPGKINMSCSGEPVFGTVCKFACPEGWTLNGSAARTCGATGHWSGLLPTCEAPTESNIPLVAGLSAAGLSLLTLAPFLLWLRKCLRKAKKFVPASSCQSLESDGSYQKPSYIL
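System: HUVEC, human umbilical vein endothelial cells; quantity: 3,000 cells/well; buffer or medium: EGM-2 medium, gelatin-coated wells; dosing: single-point compound dose; detection: immunofluorescence imaging; evaluation: % PE-positive cells; benchmarks: TNF-alpha, DMSO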
esBAF inh: Bmi1 luciferase reporter increase in mESCs, primary screen, esBAF inhibitor project, mouse ES cells, Bmi1 luciferase knock-in, single point; 24 h; 100% = twice the neutral-well signal; reporter increase, % at 12.5 µM; hit rate 2% among 350,000; AID 602393, 2012; in the data active = activation above about 40%;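 note: 0% = median of the plate's neutral control wells and 100% = double that signal; a rise in the Bmi1 reporter signal indicates esBAF inhibition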
* hit, by the source's call; . = not tested or not shown.

SMILES	ERAP1 inh	RAD54 inh	RAD52 anneal inh	S100A4 inh HTS	ERp5 inh	Xi reactivation	E-selectin induc	esBAF inh
Cn1nc(NC(=O)CC(C)(C)CC(=O)O)c2ccccc21	0.1	10.4	-9.9	-0.7	1.5	0.0	.	.
Nn1c(Cc2cccc3ccccc23)nnc1SCc1ccccc1	-1.9	-3.8	-19.7	-0.9	-0.6	0.0	0.2	.
O=S(=O)(Oc1ccccc1N1CCCCC1)c1ccccc1	.	-17.9	-89.5	-20.1	0.6	0.0	.	.
COc1ccc(OCc2cc(C(=O)N(C)Cc3cc(C)no3)no2)c(Cl)c1	-0.6	10.6	-11.6	-3.3	-4.4	-0.1	.	47.7*
COc1cccc(C(=O)OCC(=O)Nc2ccc3c(c2)OCCO3)c1	-0.2	1.5	-22.2	1.5	-4.3	0.2	0.0	-1.4
COc1ccccc1NC(=O)c1cc(N2C(=O)C3C4CCC(C4)C3C2=O)ccc1Cl (configuration not stated)	-1.0	2.4	-6.8	3.8	-7.4	0.1	0.1	-0.4
O=C(Cn1ncc2c([nH]c3ccccc32)c1=O)NCCc1ccccc1	-1.3	-2.4	-14.4	-7.3	0.4	0.4	.	-9.2
CC(C)C(OC(=O)c1cccs1)C(=O)NCc1ccc(F)cc1 (configuration not stated)	1.1	8.7	-13.1	-12.3	-0.4	0.3	0.2	-3.3
COc1ccc(S(=O)(=O)Nc2ccc3c(c2)C(=O)N([C@@H](C)CO)C[C@H](C)[C@@H](CN(C)S(=O)(=O)c2ccc(F)cc2)OCCCC[C@H](C)O3)cc1	-1.3	-1.4	-55.9	-5.5	11.4	0.3	0.1	0.3
NC(=O)c1ccccc1[N+](=O)[O-]	5.7	-0.3	-6.3	1.6	-2.3	.	.	-7.8
CC(=O)c1ccc(O)c(CSC2=NCCS2)c1	1.2	.	-2.2	-0.3	1.4	0.0	-1.1	.
Cc1ccccc1NC(=O)CSc1nnc2ccc(-c3cccnc3)nn12	6.1	0.6	-1.1	17.4	-0.6	0.6	5.0	-4.7
Cc1cccc(-n2c(SCN3C(=O)c4ccccc4C3=O)nc3ccccc3c2=O)c1	6.9	.	-2.9	-2.0	7.0	0.2	0.3	.
CCCNC(=O)N(C)C[C@@H]1Oc2ncc(-c3ccc(F)cc3)cc2C(=O)N([C@@H](C)CO)C[C@H]1C	0.6	-1.4	9.4	-1.2	-0.6	-0.3	-0.1	8.8
CCC(=O)Nc1ccc2c(c1)OC[C@@H](C)N(C(=O)C1CC1)C[C@H](C)[C@@H](OC)CN(C)C2=O	-0.4	-15.6	-15.6	-7.9	-0.2	0.9	-0.2	-4.9
O=[N+]([O-])c1cccc(N(CC2CO2)S(=O)(=O)c2ccccc2)c1 (configuration not stated)	-2.8	11.0	7.2	1.2	0.4	0.0	.	-4.6
COc1ccc(OC)c(NC(=O)CN(C)S(=O)(=O)c2ccc3nc(C)sc3c2)c1	.	-4.6	.	.	.	0.2	1.4	-1.8
Cc1cccc(C)c1Nc1nnc(SC(C)C(=O)Nc2c(C)n(C)n(-c3ccccc3)c2=O)s1 (configuration not stated)	0.0	.	-12.3	2.5	-1.2	0.0	.	.
CC(C)NC(=O)C1=NN(c2ccccc2)C(=O)CC1	-6.3	-9.1	-9.8	-1.5	0.7	0.0	-0.3	12.8
CC(NC(=O)CCc1nnc(-c2ccccc2)o1)c1ccccc1 (configuration not stated)	0.0	2.7	-12.2	4.6	-2.8	-0.1	2.5	22.1
CC(C)(C)c1cc(N2CCOCC2)n2ncc(-c3ccc(Cl)cc3)c2n1	-1.6	-2.3	-10.1	-1.2	1.7	0.0	.	12.9
CCOC(=O)CSc1nc2cc(S(=O)(=O)Nc3ccccc3OC)ccc2o1	-0.3	1.7	-1.3	-1.0	-1.8	.	.	2.7
CC(C)(O)C#Cc1ccc(C(=O)NCCC(=O)O)s1	0.6	.	-7.7	-4.3	-2.9	0.0	.	.
C[C@H](CO)N1C[C@H](C)[C@H](CN(C)Cc2ccc(Cl)c(Cl)c2)OCCCC[C@H](C)Oc2ccc(NC(=O)Nc3ccccc3)cc2C1=O	-1.6	-7.9	-4.9	-0.2	-2.8	0.1	.	-1.8
Cc1ccc(C(=O)n2c(-c3ccccc3)cnc2SCC(=O)Nc2ccc(C)cc2C)cc1	-2.6	.	-10.7	-4.4	-11.7	0.0	-0.2	.
SMILES	ERAP1 inh	RAD54 inh	RAD52 anneal inh	S100A4 inh HTS	ERp5 inh	Xi reactivation	E-selectin induc	esBAF inh
O=C1NN(c2ccc(Cl)c(Cl)c2)C(=O)/C1=C/c1ccc(-c2ccccc2C(=O)O)o1	0.5	2.0	-30.4	-4.5	-0.6	0.1	.	-3.6
OCCC1CN(Cc2ccc3nonc3c2)CCN1Cc1ccsc1 (configuration not stated)	2.7	.	6.7	0.3	4.9	0.2	-0.7	.
Cc1noc(C)c1NC(=O)Nc1cccc2c1O[C@@H](CN(C)C(=O)Nc1cccc3ccccc13)[C@@H](C)CN([C@H](C)CO)C2=O	-1.2	0.8	-7.8	15.6	-2.5	0.0	-0.3	1.8
CCCNC(=O)N1CC2(C1)CN(C(=O)CC)[C@H](CO)c1[nH]c3cc(OC)ccc3c12	1.1	.	-10.6	-6.7	-7.5	0.2	-0.2	.
CCCCc1c(-c2cccc(Br)c2)ncn1CCc1ccccc1OC	-0.3	.	18.7	2.7	2.9	0.3	-0.2	.
COc1cc(C(=O)c2ccccc2C(=O)O)c(OC)c2c1CCCC2	-1.1	.	-9.3	-1.4	-2.1	0.0	0.0	2.0
CC(=O)N[C@@H]1CC[C@@H](CCNC(=O)C2CCCC2)O[C@H]1CO	0.0	3.0	-0.2	-3.4	-3.5	-0.7	0.4	-3.0
CCCNC(=O)Nc1ccc2c(c1)OC[C@@H](C)N(C(=O)C1CCC1)C[C@H](C)[C@@H](OC)CN(C)C2=O	2.4	-7.8	6.1	0.4	-5.0	0.3	-0.3	1.2
CCC(C)[C@H](NC(=O)c1cn(CC)c2cc3c(cc2c1=O)OCO3)C(=O)NCCCn1ccnc1 (some centres not stated)	-3.0	-2.9	1.5	0.3	-0.4	0.1	.	-2.3
C[C@H]1CN([C@@H](C)CO)S(=O)(=O)c2ccc(-c3ccc(C#N)cc3)cc2O[C@H]1CN(C)C(=O)C1CC1	-0.1	-5.3	10.7	-7.8	-5.2	-0.7	-0.4	-1.8
O=C1CC(N(O)c2ccccc2)C(=O)N1c1ccc(Cl)c(Cl)c1 (configuration not stated)	-1.7	-1.3	-16.6	-0.5	5.5	0.3	4.6	.
COc1cc(C)nc(N2CCC(C(=O)NCC3CCCO3)CC2)n1 (configuration not stated)	1.8	-9.2	-6.2	-5.9	-2.5	0.3	.	-4.2
COc1ccc2c(-c3ccccc3)cc(=S)[nH]c2c1	-2.2	-12.8	-7.8	-3.9	-0.9	0.2	0.0	1.8
O=S(=O)(Nc1cccc(-n2cnnn2)c1)c1ccc(Cl)nc1	0.3	-10.4	-1.4	-2.1	6.8	0.0	.	-3.8
Cc1ccc(OCC(=O)N2CCN(S(C)(=O)=O)CC2)cc1	-1.9	.	1.5	-0.8	-5.8	-0.1	.	-7.0
COc1ccc(CNc2ccc3c(c2)ncn3C)cc1OC	-2.6	2.5	-12.1	1.4	-2.0	0.0	.	4.7
O=C(COC(=O)c1cccc(Cl)c1)NCCN1C(=O)CSC1=O	1.8	.	1.1	-2.8	-5.2	-0.1	.	6.9
O=C(CN1C(=O)NC2(CCCCCC2)C1=O)NCc1ccc(F)cc1	-0.3	10.2	-2.7	-0.7	-0.2	0.1	-0.2	-7.2
CCOC(=O)N1CCC(NC(=O)C2CCN(S(=O)(=O)N3CCC(C)CC3)CC2)CC1	-4.2	.	-6.4	-0.4	-5.7	.	.	.
COc1ccc(CNC(=O)C2CCN(C(=O)c3sccc3-n3cccc3)CC2)cc1	-1.9	-14.3	-7.1	-0.7	.	0.0	.	-1.4
Cc1c(Cl)cccc1NC(=S)NCC(O)c1ccccc1 (configuration not stated)	-4.5	2.5	2.6	-1.2	3.3	0.0	.	4.1
COc1cccc(N/N=C/c2cccc(Br)c2O)c1	4.8	-9.8	-21.9	-0.1	-0.4	0.5	.	52.7*
C[C@H]1CN([C@@H](C)CO)C(=O)c2cc(-c3ccccc3F)cnc2O[C@@H]1CN(C)C(=O)c1cnccn1	1.3	-6.7	1.8	7.9	-3.7	0.5	0.2	-6.6
Cc1ccc(C)c(SCC(=O)Nc2ccc(S(=O)(=O)Nc3ncccn3)cc2)c1	1.8	.	-22.4	-6.6	2.4	0.4	.	.
CCCNC(=O)Cn1cnc([N+](=O)[O-])n1	2.2	.	-5.5	-6.6	4.3	0.0	-0.9	.
SMILES	ERAP1 inh	RAD54 inh	RAD52 anneal inh	S100A4 inh HTS	ERp5 inh	Xi reactivation	E-selectin induc	esBAF inh
CC(C)C(NS(=O)(=O)c1ccc2c(c1)oc(=O)n2C)C(=O)N1CCN(c2ccccc2F)CC1 (configuration not stated)	.	-7.1	-9.3	-0.7	-0.7	-0.1	.	0.8
O=C(c1ccccc1)N1C[C@H]2[C@@H](c3ccccc31)[C@@H](CO)N2C(=O)c1cccc(F)c1	-2.5	-9.3	3.8	-9.6	-2.8	0.0	0.1	-3.6
O=C(Nc1ccccc1)C1Cc2c(-c3ccc4c(c3)OCO4)ccnc2O1 (configuration not stated)	12.6	3.2	-6.4	0.8	5.3	0.3	0.0	4.5
CCCc1cc(C(=O)Nc2cccc([N+](=O)[O-])c2)cs1	1.5	1.7	-12.6	3.9	8.8	-0.1	0.0	38.2
CC(C(=O)N1CCCCC1)N(C)CC(=O)Nc1cccc(F)c1 (configuration not stated)	0.4	.	4.9	-7.1	3.8	0.5	-0.3	.
CC(=O)OCC(=O)[C@@]1(O)CC[C@H]2[C@@H]3CCC4=CC(=O)C=C[C@]4(C)[C@H]3C(=O)C[C@@]21C	-1.4	-5.2	-1.7	-1.5	3.8	0.2	1.0	-2.1

Exported comma-delimited: entries from further up
smiles,ERAP1 inh,RAD54 inh,RAD52 anneal inh,S100A4 inh HTS,ERp5 inh,Xi reactivation,E-selectin induc,esBAF inh
CC(C)C(NS(=O)(=O)c1ccc2c(c1)oc(=O)n2C)C(=O)N1CCN(c2ccccc2F)CC1 (configuration not stated),.,-7.1,-9.3,-0.7,-0.7,-0.1,.,0.8
O=C(c1ccccc1)N1C[C@H]2[C@@H](c3ccccc31)[C@@H](CO)N2C(=O)c1cccc(F)c1,-2.5,-9.3,3.8,-9.6,-2.8,0.0,0.1,-3.6
O=C(Nc1ccccc1)C1Cc2c(-c3ccc4c(c3)OCO4)ccnc2O1 (configuration not stated),12.6,3.2,-6.4,0.8,5.3,0.3,0.0,4.5
CCCc1cc(C(=O)Nc2cccc([N+](=O)[O-])c2)cs1,1.5,1.7,-12.6,3.9,8.8,-0.1,0.0,38.2
CC(C(=O)N1CCCCC1)N(C)CC(=O)Nc1cccc(F)c1 (configuration not stated),0.4,.,4.9,-7.1,3.8,0.5,-0.3,.

Assay outcomes from PubChem BioAssay.
